CCT chaperon mod: modulators of cytosolic chaperonin (CCT/TRiC) activity. purified chaperonin ATPase assay, HTRF ADP detection, 30 min. activity change, % (test concentration not listed), hits read low. 360,000 compounds, 0.3% hits. AID 651819; in the data active means activity change below about -30%; further: on the % scale 0 is the no-effect control and ±100 the full control effect
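We incubate TRiC, 40 or 20 nM final, with library compounds at 76 uM and 10 uM ATP for 30 min at 37 °C. ADP formed is detected with Transcreener HTRF reagents after 30 min at room temperature.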
EPAC2 ag: activates human EPAC2 exchange factor | Q8WZA2 | EPAC2 activation, biochemical qHTS; response scale: 100% = 6.5 mM cAMP response | Potency, µM (doses to about 154 µM), for inactives: at the highest dose activation, usual class: activators | 360,000 compounds, 0.079% hits | AID 720711; further: potency means the concentration at half of the fitted maximal effect; nearly all actives have a fitted effect of over 50% in size
Target sequence (Q8WZA2 whole entry, looked up): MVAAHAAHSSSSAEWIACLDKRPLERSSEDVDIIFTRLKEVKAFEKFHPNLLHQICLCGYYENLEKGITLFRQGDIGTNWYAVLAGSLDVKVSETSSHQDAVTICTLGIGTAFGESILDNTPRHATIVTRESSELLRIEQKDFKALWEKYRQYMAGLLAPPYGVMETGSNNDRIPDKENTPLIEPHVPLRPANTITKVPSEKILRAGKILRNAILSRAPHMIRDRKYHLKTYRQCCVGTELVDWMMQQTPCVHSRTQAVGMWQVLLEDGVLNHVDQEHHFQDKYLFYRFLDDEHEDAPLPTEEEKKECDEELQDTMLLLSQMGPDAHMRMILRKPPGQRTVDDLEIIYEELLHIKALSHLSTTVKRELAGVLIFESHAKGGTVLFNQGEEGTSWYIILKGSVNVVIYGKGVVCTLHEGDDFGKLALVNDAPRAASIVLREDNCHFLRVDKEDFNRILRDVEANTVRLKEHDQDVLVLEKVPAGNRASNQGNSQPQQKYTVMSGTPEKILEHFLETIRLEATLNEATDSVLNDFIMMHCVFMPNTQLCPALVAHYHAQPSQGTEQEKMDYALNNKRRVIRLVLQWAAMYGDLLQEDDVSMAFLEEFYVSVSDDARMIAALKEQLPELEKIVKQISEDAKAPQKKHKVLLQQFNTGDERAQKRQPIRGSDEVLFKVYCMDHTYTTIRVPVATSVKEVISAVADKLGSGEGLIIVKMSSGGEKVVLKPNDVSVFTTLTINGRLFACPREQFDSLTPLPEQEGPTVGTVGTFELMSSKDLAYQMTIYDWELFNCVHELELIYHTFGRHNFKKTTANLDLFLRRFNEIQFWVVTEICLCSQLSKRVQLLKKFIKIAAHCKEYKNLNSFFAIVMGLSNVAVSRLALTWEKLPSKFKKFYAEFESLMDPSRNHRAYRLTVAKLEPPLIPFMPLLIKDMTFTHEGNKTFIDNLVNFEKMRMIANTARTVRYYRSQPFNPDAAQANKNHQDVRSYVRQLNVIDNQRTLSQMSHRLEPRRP
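Readout is BODIPY fluorescence (480 nm excitation, 540 nm emission), which falls as labeled GDP is exchanged off Rap1B. EPAC2 at 100 nM acted on 250 nM RAP1B-BODIPY-GDP with 50 uM GDP present.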
PTHR1 ag: agonists of human PTHR1 parathyroid hormone receptor. HEK293 GP2 PTHR1 cells, GloSensor cAMP luminescence, 1 h. 410,000 compounds, 0.075% hits. Potency, µM (series often up to 115 µM), for the others: top-dose activation, usual class: activators; further: potency means the concentration at half of the fitted maximal effect; nearly all actives have a fitted effect of over 55% in size; some results filed as inactive show a strong effect at the top dose; inactives centre near -15; many of its hits are not listed in these tables
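HEK-293-derived GP2 cells expressing PTHR1 and a GloSensor cAMP reporter, 3,000/well, plated overnight, given luciferin plus IBMX (each 0.5 mM as added) for 1 h at 37 °C, then compound for 1 h at 37 °C. Luminescence was read after 15 min at room temperature.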
Akt phos inh: Akt phosphorylation inhibition; Neuro2A IGF-stimulated pAkt S473 HTRF, 20 min; hits give low values; activity change, % for hits at 50 µM; 360,000 compounds, 0.32% hits; AID 651550; in the data active means activity change below about -80%; inconclusive means mostly about -51% to -80%; further: on the % scale 0 is the no-effect control and ±100 the full control effect
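Single-point screen (50 µM final compound) in Neuro2A cells stimulated 20 min with 6 nM IGF at 37 deg C. After lysis, Ser473-phosphorylated Akt read by HTRF (ex 330 nm, em 615/665 nm) as the 665/615 ratio.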
D3 ag: agonists of human D3 dopamine receptor | P35462 | D3R DiscoveRx beta-arrestin cells, luminescence, 90 min | max activation, % | 410,000 compounds, 0.58% hits | AID 652048; in the data active means max activation above about 30%; further: 0% is about no effect; mostly tested at two doses, the higher about 12 µM
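Agonist mode: compounds and dopamine controls were applied to plated cells for 90 min at 37 degrees C after an overnight attachment at 1500 cells/well. Luminescent read-out followed 30 - 60 minutes at room temperature with DiscoveRx detection reagent.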
D3 antag: antagonists of human D3 dopamine receptor. P35462. D3R cells, DiscoveRx beta-arrestin luminescence, antagonist mode; hits give low values. max response, negative = inhibition, %. 360,000 compounds, 2.5% hits. AID 652054; in the data active means max response below about -50%; inconclusive means no clear call, values can overlap the other calls; further: on the % scale 0 is the no-effect control and ±100 the full control effect; mostly tested at two doses, the higher about 12 µM
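Cells plated overnight at 1500 cells/well, then exposed to library compounds with dopamine controls for 90 minutes at 37 degrees C. DiscoveRx reagent added for 30–60 minutes at room temperature; luminescence read, quantitative HTS format.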
EPAC2 antag: EPAC2 (human) antagonism; Potency, µM (series often up to 114 µM), for the others: at the highest dose activity, negative = inhibition, most hits filed as inhibitors; Q8WZA2; 360,000 compounds, 0.18% hits; EPAC2 GEF exchange of Rap1B-BODIPY-GDP, fluorescence; further: potency means the concentration at half of the fitted maximal effect; on the % scale 0 is the no-effect control and ±100 the full control effect; nearly all actives have a fitted effect of over 45% in size; many of its hits are not listed in these tables
MmCpn inh: inhibitors of Methanococcus maripaludis chaperonin (MmCpn); AID 504842; 330,000 compounds, 0.031% hits; Potency, µM (titrated, usually from 76.9 µM), without a hit: top-dose activity, negative = inhibition, most hits filed as inhibitors; purified Mm-Cpn ATPase, ADP Transcreener TR-FRET; further: potency means the concentration at half of the fitted maximal effect; on the % scale 0 is the no-effect control and ±100 the full control effect; nearly all actives have a fitted effect of over 80% in size
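25 nM Mm-CPN + cpd, 10 min 37°C; + 10 uM ATP, 30 min 37°C; buffer 30 mM Tris pH 7.4, 100 mM KCl, 5 mM MgCl2, 1 mM DTT; Transcreener ADP HTRF detection 30 min RT.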
Active calls of the source: *; i = inactive; ? = inconclusive; · = not tested or not shown; & = joins results of further samples; [ ] = dose if it differs, or a comment. Unless noted, the call rests on the fitted dose curve; in most records, active means well fitted curve in the direction sought with a large enough effect; inconclusive means small, poorly fitted or top-dose-only effect, or another doubt; inactive means no such curve, though single readings can be large; an effect the other way counts as inactive or inconclusive. Some of the compounds tested. The share of hits here may be higher or lower than overall.

SMILES	CCT chaperon mod	EPAC2 ag	PTHR1 ag	Akt phos inh	D3 ag	D3 antag	EPAC2 antag	MmCpn inh
CCN1CCN(C(=O)c2nn(C)c3c2CS(=O)(=O)c2ccccc2-3)CC1	0.5	2%	-5%	i	-14	-26	1%	1%
CCOC(=O)C1=C(O)/C(=C/c2ccc(-c3ccccc3C(=O)O)o2)SC1=Nc1ccc(C)cc1	0.1	-3%	?	i	-1	-14	-18%	2%
CS(=O)(=O)Nc1ccccc1C(=O)N1CCCC1	0.4	-14%	i	i	3	0	6%	-1%
CC(=O)c1ccc2c(c1)c(C#N)c1ccccc1[n+]2[O-]	1.4	?	i	i	-16	9	43%[activator]	0%
COc1ccc(C(=O)NCCCCCCNC(=O)c2ccc(OC)cc2)cc1	-0.8	-1%	i	i	-22	?	15%	2%
O=C(O)/C=C/C(=O)N(Cc1ccccc1)Cc1ccco1	-1.7	6%	i	i	3	8	12%	3%
Cn1cc(S(=O)(=O)Nc2ccc(Cl)cc2Cl)c(=O)n(C)c1=O	-0.3	-4%	2%	i	-1	-27	-4%	-7%
O=[N+]([O-])c1cnccc1NC1CCCCC1	1.7	7%	i	i	2	11	-12%	-1%
Cc1noc(C)c1C(=O)OC(C)C(=O)NC(C)c1ccc(Cl)cc1Cl (stereo not drawn)	0.1	-8%	-16%	i	11	15	1%	1%
COc1ccc(/C=N/NC2=NCCCCC2)c(OC)c1	-1.5	-5%	i	i	-8	3	6%	0%
CCc1ccc(C(=O)CSc2n[nH]c(C)n2)cc1	0.8	2%	i	i	4	?	-2%[57.1 µM]	1%
COc1ccc(NS(=O)(=O)c2c(F)cccc2F)cc1S(=O)(=O)N1CCOCC1	0.1	9%	i	i	1	-30	-2%	-1%
Cc1nn(CCC(=O)NNC(=S)NCC(C)C)c(C)c1Br	-1.0	10%	i	i	-53	-104*	7%	0%
O=C1/C(=C/c2ccccn2)SC(=S)N1CCc1ccccc1	1.4	0%	-37%[inhibitor]	i	-4	0	?	0%
CCC(C)(C)NC(=O)CN(C(=O)CCC(=O)Nc1cc(C)ccn1)c1ccc2c(c1)OCCO2	1.4	5%	-10%	i	6	8	-1%	2%
COc1ccc(CN(C(=O)c2ccco2)c2ccc(C)cc2)cc1OC	-1.9	1%	-21%	i	1	-20	-6%	1%
CSc1nc2cc(C)nn2c(-c2ccc(C(C)(C)C)cc2)c1C#N	-0.9	0%	-15%	i	-6	-17	7%	-2%
O=C(/C=C/c1ccc(Cl)cc1)N(c1ccccn1)C1CCCCC1	1.2	-3%	-45%[inhibitor]	i	3	4	3%	3%
COc1ccc(C(=O)Nc2c(N)nc(SCC(=O)Nc3ccc(C(C)=O)cc3)[nH]c2=O)cc1	-1.9	-1%	i	i	-1	10	10%	2%
O=C(CCCOc1ccccc1)NCCc1ccccc1	2.5	3%	-5%	i	2	2	1%	-1%

Some of the entries above in a different format:
The line under a structure holds: CCT chaperon mod | EPAC2 ag | PTHR1 ag | Akt phos inh | D3 ag | D3 antag | EPAC2 antag | MmCpn inh
- CS(=O)(=O)Nc1ccccc1C(=O)N1CCCC1
    0.4 | -14% | i | i | 3 | 0 | 6% | -1%
- Cc1noc(C)c1C(=O)OC(C)C(=O)NC(C)c1ccc(Cl)cc1Cl (stereo not drawn)
    0.1 | -8% | -16% | i | 11 | 15 | 1% | 1%
- CCOC(=O)C1=C(O)/C(=C/c2ccc(-c3ccccc3C(=O)O)o2)SC1=Nc1ccc(C)cc1
    0.1 | -3% | ? | i | -1 | -14 | -18% | 2%

The results go on.
SMILES	CCT chaperon mod	EPAC2 ag	PTHR1 ag	Akt phos inh	D3 ag	D3 antag	EPAC2 antag	MmCpn inh
O=c1[nH]c(/C=C/c2cccc([N+](=O)[O-])c2)c([N+](=O)[O-])c(=O)[nH]1	-6.0	12%	-40%	i	0	-16	?	1%
CC(C)CCNC(=O)NC(=O)CSc1nnc(-c2ccccc2Br)o1	-0.5	-1%	-90%[inhibitor]	i	9	27	4%	0%
CSCCC(NC(=O)c1ccccc1Cl)C(=O)N1CCC1 (stereo not drawn)	-1.9	-2%	i	i	-1	5	8%	0%
Cc1cc(C)cc(Cn2cc(CN3CC(N4CCN(CCO)CC4)CS3(=O)=O)nn2)c1 (stereo not drawn)	-1.2	9%	i	i	-7	0	4%	·
Nc1nnc(SCc2ccccc2F)n1-c1ccccc1	-1.6	-10%	i	i	-2	0	-3%	0%
COC(=O)[C@]1(C)N[C@H](CN(C)S(=O)(=O)c2ccc(-c3ccccc3)cc2)[C@@H]2C(=O)N(Cc3ccccc3)C(=O)[C@@H]21	-0.5	-1%	i	i	-1	26	-8%	-1%
CNC(=O)CSc1cn(CC(=O)N(C(C)C)C(C)C)c2ccccc12	-0.9	13%	i	i	3	16	-2%	-3%
COc1ccc(CN([C@H](CO)CC(C)C)S(=O)(=O)N(Cc2ccccc2)[C@H](CO)CC(C)C)cc1	-2.0	-3%	?	i	14	33	-4%	2%
CN(C(=O)COC(=O)/C=C/c1ccc(S(=O)(=O)N2CCc3ccccc32)cc1)C1CCS(=O)(=O)C1 (stereo not drawn)	-2.7	3%	-16%	i	0	-7	-9%	0%
COc1cc2c(cc1OC)-c1cc(NC3CCCCC3)nc(=O)n1CC2	1.4	6.3µM*	i	·	3	10	-4%	0%
O=C1c2ccccc2C(O)(c2ncc[nH]2)N1C1CCCCC1 (stereo not drawn)	-0.7	-84%[inhibitor][15.6 µM]	i	·	1	4	12%	0%
Cc1ccc(NC(=O)c2cc(S(=O)(=O)N3CCOCC3)ccc2Cl)cc1S(=O)(=O)N1CCOCC1	-0.4	7%	-4%	i	2	3	-8%	·
O=C(COCc1cc(-c2ccc3c(c2)OCO3)on1)Nc1cccnc1	-0.8	1%	-21%	i	4	6	-9%	0%
Cc1ccc(-c2nn(-c3ccccc3)cc2C(=O)N2CCOCC2)cc1C	0.3	13%	i	i	-10	-21	-1%	-2%
CCOC(=O)c1c(C)[nH]c(C)c1C(=O)COC(=O)/C=C/c1ccc(Cl)cc1	-2.3	7%	-19%	i	-7	-17	-13%	1%
COc1ccccc1CNC(=O)c1ccc2nc3[nH]c4ccccc4c3nc2c1	-1.5	10%	-25%	i	6	6	17%	-3%
S=C(Nc1cccnc1)NC1CCCCCCC1	-1.3	4%	i	i	-1	-24	5%	0%
CC(C)C(OC(=O)CCCC(=O)Nc1nccs1)C(=O)NC1CCCCC1 (stereo not drawn)	-0.4	4%	i	i	-2	-12	2%	0%
Fc1cccc(Cl)c1CNc1ccc(N2CCCC2)cc1	2.3	2%	-8%	i	1	9	-15%	-3%
Cc1cccc(NC(=O)c2cnc3n(c2=O)CCS3)c1	-2.7	0%	-8%[57.5 µM]	i	-3	22	6%	-1%
CCCc1c(C(=O)N/N=C(\C)c2ccc(O)cc2)nnn1-c1nonc1N	-0.3	10%	i	i	-3	-10	-2%	0%
CSc1ccc(CN2C(=O)NC3(CCCCCC3)C2=O)cc1	-0.8	2%	-26%	i	-1	7	-3%	1%
O=C(c1ccc2[nH]c(=O)c(=O)[nH]c2c1)N1CCc2ccccc21	1.1	2%	-14%	i	5	3	0%	-5%
CSCC[C@H](NC(=O)NC1CCCC1)C(=O)O	-1.0	1%	-21%	i	-4	7	-8%	0%
CCOC(=O)c1nc2cc3n(c(C)c-2c1C)C(C)C(CC)=C3C (stereo not drawn)	-1.6	-7%	i	i	-4	-19	6%	·
COC(=O)CN=Cc1c(O)n(-c2ccc(Cl)cn2)c(=O)c2ccccc12	-1.5	6%	i	i	2	2	4%	0%
COc1cccc(-c2cc(C(=O)Nc3cccnc3)c3ccccc3n2)c1	-0.9	5%	-1%	i	-2	7	-13%	-1%
CN(C(=O)c1cc2n(n1)C(C(F)(F)F)CC(c1ccco1)N2)c1ccccc1 (stereo not drawn)	-4.0	-84%[15.6 µM]	-3%[57.5 µM]	·	-6	0	6%	0%
CCc1nc2c(OCc3ccccc3C)cccn2c1N(C)C(=O)C1CC1	0.1	-3%	-20%	i	-1	-16	13%	·
CC(C)Nc1nc(NC(C)C)nc(N(C)C#N)n1	0.0	-9%	i	i	1	-16	-11%[57.1 µM]	0%
O=C(c1cccnc1)N1CCc2ccccc2C1	0.1	11%	i	i	-11	-3	-2%	56µM*
CCc1ccc(NC(=O)N(CCCOC(C)C)C2CCN(C(C)=O)CC2)cc1	1.1	3%	-9%	i	4	3	-2%	0%
COc1ccc(N(C(=O)Cc2cccs2)C2C=CS(=O)(=O)C2)cc1 (stereo not drawn)	-3.6	1%	-28%	i	-11	-4	3%	2%
CN(c1ccccc1)c1cc(Br)nc(Br)c1	-0.7	15%	-23%	i	15	2	-7%	·
COc1cccc(OCCNc2ccc([N+](=O)[O-])cn2)c1	-1.4	14%	-17%	i	-8	-26	-4%	2%
Cc1ccc(C(=O)NC(=S)Nc2cccc(NC(=O)c3ccccc3Cl)c2)cc1[N+](=O)[O-]	0.3	-4%	-13%	i	-15	?	-2%	-1%
CC(C)(C)NC(=O)C(=O)NNC(=O)c1cccc(Br)c1	-12	9%	i	i	1	-3	9%	1%
Cc1ccc(S(=O)(=O)N2CCC(C(=O)O)CC2)cc1	-1.7	6%	-29%	i	-17	-8	2%	2%
COc1ccnc(NCc2ccc(Cl)cc2)c1C#N	-1.8	5%	i	i	3	-1	0%	-12%
Cc1ccc(OCC(=O)N2CCCCC2C)c([N+](=O)[O-])n1 (stereo not drawn)	-1.2	4%	-38%[inhibitor]	i	0	9	5%	-2%
COc1ccc(S(=O)(=O)NCc2nc3nc(C)cc(C)n3n2)cc1OC	-3.1	3%	i	i	3&-9	-1	14%	0%
O=C(CSc1nc(-c2ccccc2Cl)ns1)NCc1ccco1	0.7	12%	i	i	-1	13	7%	-1%
Cc1ccc(S(C)(=O)=NC(=O)NC(=O)c2c(F)cccc2Cl)cc1 (stereo not drawn)	2.2	4%	i	i	5	-10	6%	2%
Cc1cc(C)c2oc(C(=O)N3CCN(C)CC3)cc(=O)c2c1	2.2	2%	-9%	i	-5	6	-16%	-1%
Cc1ccc(CSc2nn3c(=O)c(C)nnc3s2)cc1	0.0	-3%	-8%	i	8	0	2%	3%
O=C1CC(c2cccc(Br)c2)C2=C(COC2=O)N1 (stereo not drawn)	-0.6	7%	i	i	-3	-14	14%	-10%

Source: PubChem BioAssay (National Center for Advancing Translational Sciences (NCATS))
